# ATXN viability – cell viability loss in ATXN counter-screen; S2 cells (HEK-293 line with an ATXN2-luciferase reporter) viability, CellTiter-Fluor protease fluorescence, 24 h; Potency, µM (highest dose often 56.7 µM), hits mostly cytotoxic; 400,000 compounds, 0.49% hits; AID 651635; further: potency means the concentration at half of the fitted maximal effect; nearly all actives have a fitted effect of over 40% in size
# Mm-Cpn inhibitor – inhibitors of Methanococcus maripaludis chaperonin (MmCpn); purified Mm-Cpn ATPase, ADP Transcreener TR-FRET; Potency, µM (top dose mostly 76.9 µM), inactives show at the highest dose activity, negative = inhibition, hits mostly inhibitors; 330,000 compounds, 0.031% hits; AID 504842; further: potency means the concentration at half of the fitted maximal effect; on the % scale 0 is the no-effect control and ±100 the full control effect; nearly all actives have a fitted effect of over 80% in size
#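 Eu-cryptate anti-ADP/ADP-d2 competition gives a ratio inversely related to ADP. Enzyme at 25 nM was pre-exposed to compound for 10 min, then given 10 uM ATP for 30 min, 37°C throughout.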
# Nrf2 activator – activates Nrf2 signaling. AREc32 ARE-luciferase reporter (MCF7-derived line), luminescence, 24 h. Potency, µM (titrated, usually from 46.1 µM), for the others: top-dose activation, usual class: activators. 410,000 compounds, 0.31% hits. AID 624171; further: potency means the concentration at half of the fitted maximal effect; % of control where 0% means no effect; nearly all actives have a fitted effect of over 65% in size
#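 ARE activation measured as luciferase luminescence (Steady-Glo, 30 min RT) in AREc32_Fluc cells after 24 hr compound exposure at 37 deg C, 5% CO2; cells seeded overnight at 1000/well in OPTI-MEM, 5% FBS.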
# Akt phos inh – Akt phosphorylation inhibition. AID 651550. 360,000 compounds, 0.32% hits. activity change, % for hits at 50 µM. Neuro2A IGF-stimulated pAkt S473 HTRF, 20 min; hits give low values; in the data active means activity change below about -80%; inconclusive means mostly about -51% to -80%; further: on the % scale 0 is the no-effect control and ±100 the full control effect
#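 Neuro2A cells in DMEM with 0.5% FBS, overnight at 37 deg C, given compound at single 50 µM final, then IGF (6 nM final) for 20 min at 37 deg C. Lysed; phospho-Akt Ser473 by HTRF after 24 h, 665/615 ratio.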
# TGFb SMAD3 inh – TGF-b pathway inhibition | HepG2 CAGA-GFP TGF-b/SMAD3 reporter, GFP fluorescence, 18 h; TGF-beta stimulated, 500 pg/mL final | Potency, µM (highest dose often 46.1 µM), for inactives: at the highest dose activity, negative = inhibition, usual class: inhibitors | 410,000 compounds, 1.2% hits | AID 588855; further: potency means the concentration at half of the fitted maximal effect; on the % scale 0 is the no-effect control and ±100 the full control effect; nearly all actives have a fitted effect of over 65% in size
#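 Inhibition was scored as loss of TGF-beta-induced (500 pg/mL final, 18 hours, 37 degrees C) GFP in HEPG2 cells carrying a CAGA-GFP reporter, in DMEM with 1% FBS. Well GFP was summed per cell; Activity was normalised to unstimulated and stimulated DMSO wells, then concentration-response fitting.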
# CCT modulator – modulators of cytosolic chaperonin (CCT/TRiC) activity. AID 651819. activity change, % (test concentration not listed), hits read low. purified chaperonin ATPase assay, HTRF ADP detection, 30 min. 360,000 compounds, 0.3% hits; in the data active means activity change below about -30%; further: on the % scale 0 is the no-effect control and ±100 the full control effect
#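 TRiC (40 or 20 nM final, by batch activity) in 30 mM Tris pH 7.4, 100 mM KCl, 5 mM MgCl2, 1 mM DTT was treated with compound at 76 uM single dose, then 10 uM ATP, 30 min at 37 °C. ADP was read by HTRF Transcreener.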
# HepG2 tox – counter-screen for TGF-b inhibitors: cytotoxicity in HepG2 cells. 410,000 compounds, 0.76% hits. Potency, µM (series often up to 46.1 µM), for inactives: top-dose activity change, negative = cytotoxicity, most hits filed as cytotoxic. AID 588856. HepG2 CAGA-GFP viability, ATP luminescence, 18 h; further: potency means the concentration at half of the fitted maximal effect; some results filed as inactive show a strong effect at the top dose
#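 HepG2 CAGA-GFP cells (1000/well, DMEM with 1% FBS) received compound, then TGF-beta at 500 pg/mL final, and were incubated 18 hours at 37 degrees C. Viability was read by CellTiter-Glo luminescence. Media-only wells were set as complete cell-killing and DMSO as no toxicity.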
# Nrf2 block – Nrf2 pathway inhibition; A549 ARE-Fluc reporter, luciferase luminescence, 18-24 h; Potency, µM (titrated, usually from 46 µM), inactives show at the top dose activity change, negative = inhibition, actives largely listed as inhibitors; 360,000 compounds, 2.1% hits; further: potency means the concentration at half of the fitted maximal effect; on the % scale 0 is the no-effect control and ±100 the full control effect; nearly all actives have a fitted effect of over 60% in size
#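 A549 ARE_Fluc cells, 5000/well, 5% FBS OPTI-MEM; compounds in dose-response, 18-24 h at 37 °C/5% CO2; CellTiter-Fluor viability read (Ex 405/Em 525), then BugLite luciferase luminescence = Nrf2 activity.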
# A549 tox – counter-screen for Nrf2 inhibitors: cytotoxicity in A549 cells; 390,000 compounds, 0.16% hits; AID 504648; Potency, µM (top dose mostly 46 µM), inactives show at the top dose activity change, negative = cytotoxicity, most hits filed as inhibitors; A549 ARE-Fluc cells, CellTiter-Fluor viability, 18-24 h; further: potency means the concentration at half of the fitted maximal effect; on the % scale 0 is the no-effect control and ±100 the full control effect
#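 A549 ARE_Fluc cells in 5% FBS OPTI-MEM were exposed to compounds in concentration-response for 18-24 h at 37 deg C. Viability was read by CellTiter-Fluor fluorescence (Ex 405/Em 525) after 30 min, before the luciferase read.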
# * = called active by the depositor; i = inactive; ? = inconclusive; . = no result given; & = joins results of further samples. Unless noted, the call rests on the fitted dose curve; in most records, active means well fitted curve in the direction sought with a large enough effect; inconclusive means small, poorly fitted or top-dose-only effect, or another doubt; inactive means no such curve, though single readings can be large; an effect the other way counts as inactive or inconclusive.
SMILES	ATXN viability	TGFb SMAD3 inh	Nrf2 block	Nrf2 activator	Mm-Cpn inhibitor	CCT modulator	HepG2 tox	A549 tox	Akt phos inh
NS(=O)(=O)c1ccc(CCNC(=O)C(=O)NCC2OCCN2C(=O)c2ccc3c(c2)OCO3)cc1 (configuration not stated)	i	11.3%	-7.3%	3.9%	0.3%	-0.2	6.6%	-1.9%	i
COC(=O)c1cccc(NC(=O)CSc2nnc(C)n2Cc2ccccc2)c1	i	-4.5%	15.0%	0.1%	-0.4%	-0.9	-0.2%	-3.0%	i
Cc1ccc(-c2noc(-c3nnn(CC(=O)Nc4ccc(C)c(Cl)c4)c3N)n2)cc1	.	.	23.0%	-0.9%	.	.	-0.7%	-0.5%	.
COc1c(C(C)C)oc2cc3oc(=O)ccc3cc12	i	?	7.0%	27.4%	1.2%	-2.1	-21.6%	10.0%	i
CC(C)=CCC(C)(C)C1OCCN1C(=O)Nc1ccccc1 (configuration not stated)	i	6.8%	-38.0%	0.4%	2.3%	-0.8	-12.6%	-13.2%	i
CCCCNC(=O)C1CCC(CNc2c(N3CCC(C)CC3)c(=O)c2=O)CC1 (configuration not stated)	i	-1.0%	1.0%	0.3%	1.2%	2.1	-0.2%	1.5%	i
CC(C)c1ccc(COC(=O)CN2C(=O)NC3(CCCCC3C)C2=O)cc1 (configuration not stated)	i	-21.0%	?	2.2%	0.9%	-0.1	-18.5%	0.6%	i
COc1ccc(C(C[N+](=O)[O-])c2c(-c3ccccc3)cc3ccccn23)c(OC)c1 (configuration not stated)	i	10µM*	4.0%	14.9%	1.2%	-0.6	11.2µM*	0.4%	i
Brc1ccc2[nH]c3nc(SCCN4CCOCC4)nnc3c2c1	i	?	-15.5%&-4.7%	15.9%&15.1%	-0.8%	-5.2&0.4	-2.5%&2.4%	-8.9%&-1.3%	i
Cc1ccc(-c2noc(CN(C(=O)CCCCCN3C(=O)c4ccccc4C3=O)C(C)C)n2)cc1	i	?	?	6.7%	-1.3%	-5.6	-10.5%	-9.6%	i
CCOc1cc(-c2cc(N)n[nH]2)cc(OCC)c1OCC	?	-11.4%	20.4%	0.9%	-0.7%	-1.9	-15.5%	-1.6%	i
COc1ccccc1NC(=O)/C=C\C(=O)O	i	0.7%	-6.8%	-0.1%	1.3%	0.2	-0.2%	1.6%	i
COc1ccc2oc(=O)c(C(=O)N3CCN(c4ccc(C)cc4)CC3)cc2c1	i	?	?	-0.7%	.	.	-28.1%	-6.3%	.
O=C(Nc1ccc(S(=O)(=O)Nc2ncccn2)cc1)c1cccc([N+](=O)[O-])c1	?	-4.5%	.	-2.0%	.	-1.1	0.7%	.	i
CC1(C)CC(=O)C2=C(C1)NC(=O)CC2c1ccc(N(CCC#N)CCC#N)cc1 (configuration not stated)	i	4.2%	-3.2%	-0.9%	0.4%	1.3	4.1%	-9.5%	i

# Complete entries, looked up by structure. Order of values: ATXN viability	TGFb SMAD3 inh	Nrf2 block	Nrf2 activator	Mm-Cpn inhibitor	CCT modulator	HepG2 tox	A549 tox	Akt phos inh
# COc1ccc(C(C[N+](=O)[O-])c2c(-c3ccccc3)cc3ccccn23)c(OC)c1 (configuration not stated) is listed with i	10µM*	4.0%	14.9%	1.2%	-0.6	11.2µM*	0.4%	i
# CC(C)=CCC(C)(C)C1OCCN1C(=O)Nc1ccccc1 (configuration not stated) is listed with i	6.8%	-38.0%	0.4%	2.3%	-0.8	-12.6%	-13.2%	i

# More results.
SMILES	ATXN viability	TGFb SMAD3 inh	Nrf2 block	Nrf2 activator	Mm-Cpn inhibitor	CCT modulator	HepG2 tox	A549 tox	Akt phos inh
Cc1cc(C)c2nc(-c3ccccn3)cc(C(=O)Nc3ccc(S(=O)(=O)Nc4onc(C)c4C)cc3)c2c1	i	-5.2%	0.6%	0.3%	-3.1%	-3.1	0.5%	2.5%	i
CCOC(=O)C1(Cc2cccc(Cl)c2)CCCN(C(=O)CCOC)C1 (configuration not stated)	i	4.9%	10.0%	0.3%	-2.5%	0.3	6.1%	-7.6%	i
CCCc1cc(=O)oc2cc(C)c(CN3CCCC3)c(O)c12	?	2.3%	7.5%	-0.6%	-1.1%	-4.8	0.7%	-8.5%	i
COc1ccc(CN2C(=O)c3ccccc3C2=O)cc1C(=O)Nc1ccccc1N1CCOCC1	i	-10.2%	-15.1%	0.3%	2.3%	-1.7	-14.1%	-0.2%	i
CCCCn1nc2cc(C(=O)NC3CCc4ccccc43)ccc2c1OCC (configuration not stated)	i	-1.6%	-22.7%	1.2%	2.1%	-2.3	0.1%	-1.3%	i
Cc1ccc(S(=O)(=O)Nc2cccc(S(=O)(=O)N3CCCC3)c2)cc1C	i	-3.3%	-14.1%	-0.4%	-1.4%	-0.8	1.1%	-5.0%	i
CC(C)c1ccc(C(=O)Nc2ccc(S(=O)(=O)NC3=NCCCCC3)cc2)cc1	i	2.0%	.	2.8%	.	-0.1	-21.4%	.	i
Cc1nn(-c2ccc(N3CCCC3)nn2)c(C)c1CCC(=O)N1CCN(c2ccccc2)CC1	.	?	-2.0%	-0.3%	.	.	-17.9%	11.4%	.
Cc1occc1-c1nnc(SCC(=O)N2CCCC(C)C2)o1 (configuration not stated)	i	-4.0%	0.0%	3.2%	0.3%	2.4	-4.8%	-0.3%	i
CC(=O)Nc1cccc(-c2ccnc3c2CC(C(=O)NCc2ccncc2)O3)c1 (configuration not stated)	i	-4.3%	.	0.6%	.	-1.0	-6.5%	.	i
CC(C(=O)N1CCCC1)N1CCN(S(=O)(=O)c2ccc(OC(F)(F)F)cc2)CC1 (configuration not stated)	i	-3.9%	10.9%	-0.2%	-2.2%	-1.1	4.0%	4.3%	i
Cc1ccccc1-c1noc(-c2ccccc2C(=O)NCC2CCCO2)n1 (configuration not stated)	?	-7.7%	13.0%	3.7%	-3.4%	-1.8	-4.1%	-4.6%	i
COc1ccc(C(=O)NCC2CCCO2)cc1S(=O)(=O)NCc1ccc(Cl)cc1 (configuration not stated)	i	-9.6%	.	-0.6%	.	-0.9	-34.3%	.	i
COCCNC(=O)c1cc2c(c(-c3cccc(-c4cccc(OC)c4)c3)n1)[C@H](CCO)N(S(=O)C(C)(C)C)C2 (some centres not stated)	i	-11.9%	.	6.3%	.	2.3	-1.8%	.	i
COc1cccc(C(=O)c2ccncc2C(=O)O)c1OC	i	0.7%	.	0.0%	.	0.2	6.5%	.	i

# (more compounds)
SMILES	ATXN viability	TGFb SMAD3 inh	Nrf2 block	Nrf2 activator	Mm-Cpn inhibitor	CCT modulator	HepG2 tox	A549 tox	Akt phos inh
COc1ccccc1CCC(=O)OCC(=O)NC1CCCCC1	i	14.0%	3.4%	0.1%	-4.5%	0.0	5.9%	3.0%	i
Cc1cccc(OCCNC(=O)CSc2ccc(C(F)(F)F)cc2[N+](=O)[O-])c1	i	-7.6%	0.1%	2.7%	-0.8%	0.3	-1.2%	2.3%	i
Oc1ccc(Nc2nc(-c3ccccc3)nc3ccccc23)cc1	i	-10.1%	?	-0.4%	3.4%	-0.6	-9.0%	-19.3%	i
O=C(Cc1c(F)cccc1Cl)OCC(=O)N1CCN(c2ccccc2)CC1	?	-6.2%	-3.0%	0.3%	-0.7%	-1.1	-11.8%	0.0%	i
COc1ccc(C(=O)NCCCN2CCCC2=O)cc1S(=O)(=O)N1CCOCC1	i	1.1%	.	-0.8%	.	0.1	-0.4%	.	i
CC(=O)c1c[nH]c(C(=O)NCC2CCCO2)c1 (configuration not stated)	?	?	7.1%	-0.6%	0.0%	0.9	4.5%	-7.4%	i
CC(NS(=O)(=O)c1ccccc1)C(=O)Nc1ccc(S(N)(=O)=O)cc1 (configuration not stated)	i	3.0%	-0.6%	-0.2%	2.6%	-1.9	-10.8%	-22.3%	i
O=C1CCCCC1C(O)(C(=O)c1ccccc1)c1ccccc1 (configuration not stated)	i	-6.9%	.	0.5%	.	-1.2	-35.4%	.	i
COC(=O)c1c(C)[nH]c(C(=O)CC#N)c1C	i	-8.1%	-8.3%	2.7%	0.5%	-0.8	-27.0%	2.3%	i
COc1ccccc1NC(=O)c1c(NC(=O)COc2ccccc2)sc2c1CCCCC2	i	3.1%	-6.8%	-1.2%	.	.	-6.1%	0.0%	.
CC(C)NC(=O)C(C)N1CCN(S(=O)(=O)c2ccc3ccccc3c2)CC1 (configuration not stated)	i	-0.5%	-18.1%	0.3%	-0.1%	-3.5	13.2%	-0.5%	i
Cc1ccc(NC(=O)Cn2nc(-c3ccccc3)nc2-c2ccccc2)c(C)c1	?	-0.8%	0.6%	1.5%	-24.9%	1.1	3.1%	-2.3%	i
Cc1c(C(=O)NCc2ccc3c(c2)OCO3)sc(=O)n1Cc1ccc(S(=O)(=O)N(C)C)cc1	i	-26.9%	.	0.1%	.	0.6	-1.0%	.	i
CC(=O)Nc1cccc(NC(=O)CSc2ccc(-c3cccnc3)nn2)c1	i	10.0%	5.8%	0.4%	-7.4%	3.2	-2.7%	-4.0%	i
COc1ccc(-c2ccc(NC(=O)c3ccc(Br)o3)cc2)nn1	?	-1.0%	19.8%	3.0%	-0.5%	3.8	-29.3%	-3.4%	i
O=C1N=C(N2CCCCC2)S/C1=C\c1ccc(Br)cc1	.	0.0%	-2.3%	24.3%	-13.9%	0.3	-8.7%	-5.9%	i
COc1ccc(CCNC(=O)C(=O)NCCOc2ccccc2Cl)cc1OC	i	0.0%	-6.5%	2.5%	1.6%	-1.5	-0.5%	2.4%	i
Cn1cc(CN2CCC(n3nccc3NC(=O)c3ccc4c(c3)OCO4)CC2)cn1	.	-1.2%	.	0.4%	.	0.4	2.0%	.	i

# Source: PubChem (National Center for Advancing Translational Sciences (NCATS))
